Screening data deposited in PubChem BioAssay by several laboratories.
Ins promoter up = insulin promoter activators in MIN6 cells, imaging, high-content screening, mouse beta cells | MIN6 insulin promoter-GFP reporter; active compounds read high | z-score at 5 µM | 190,000 tested, 0.3% active;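 active = z-score above 3 at 5 µM with at least 500 cells counted in the well; inconclusive = wells under 500 cells, flagged as cytotoxic or low count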
M1AAP inhibition = P. falciparum M1AAP inhibitors, biochemical, fluorogenic H-Leu-NHMec substrate, 1536-well (AID 1445); 220,000 tested, 0.42% active; inhibition, % at 30 µM, or IC50 in µM where a hit was titrated; Aminopeptidase N (Plasmodium falciparum (isolate 3D7)); recombinant M1AAP, H-Leu-NHMec fluorogenic kinetic assay; higher % means a stronger effect;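 active = primary inhibition above the hit cutoff, then over 50% inhibition at one or more dose response concentrations, cut at about 23% in these data, passing the limit was not always enough; inconclusive = conflicting primary data, or primary hits not chosen for dose response; inactive = low primary inhibition, or under 50% at every dose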;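 note: plate controls were DMSO full reaction for no effect and no enzyme background for full effect; strong numbers were not always called active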
UTI89 phage lysis = inhibition of K1F phage lysis, E. coli UTI89, bacterial capsule biogenesis inhibitors, alamar blue (AID 488966) | E. coli UTI89 K1F phage lysis, alamar blue, 2 h; higher % means a stronger effect | inhibition, % at 100 µM, or IC50 in µM where a hit was titrated | 340,000 tested, 0.02% active;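 active = phage lysis inhibition, versus mean bacterial control, above a set limit; inconclusive = no clear call, values can overlap the other calls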;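 note: capsule biogenesis inhibitors block K1F phage lysis so surviving cells raise fluorescence; higher fluorescence means more inhibition of phage lysis; actives were called in the ten point dose series up to 300 µM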
Dynein transport = inhibitors of GR-EGFP nuclear translocation, primary screen, dynein cargo transport inhibitor project, imaging, high-content, 3617.4 mouse cells. test concentration mostly 20 µM; stimulated with dexamethasone, 1 µM; active compounds read low. z-score, hits read low. 220,000 tested, 0.47% active;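 active = plate z-score of nuclear minus cytoplasmic receptor signal below a set negative limit, without overly bright fluorescence or cell loss, cut at about -3.5 in these data, passing the limit was not always enough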;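 note: z-score of nuclear minus cytoplasmic ring GR-EGFP intensity difference per well; some compounds called inactive have numbers as strong as hits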
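Buffer or medium: tet-free, stripped-serum medium; reagent: dexamethasone at 1.0 µM final, 30 min; incubation: 48 h induction, 1 h compound, 30 min dex at 37 °C; measured by: formaldehyde fixation, Hoechst nuclear stain, 10x automated fluorescence imaging; read-out: nuclear-to-cytoplasmic GR-EGFP distribution per well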
P. falciparum M17LAP = P. falciparum M17LAP inhibitors, primary screen, biochemical, fluorogenic H-Leu-NHMec substrate, 1536-well (AID 1619); Leucine aminopeptidase (Plasmodium falciparum (isolate 3D7)); recombinant M17LAP, H-Leu-NHMec fluorogenic kinetic assay; higher % means a stronger effect; inhibition, % at 30 µM; hits with a dose series show IC50 in µM; 220,000 tested, 0.38% active;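 active = compound inhibiting the enzyme by more than half at any dose during confirmatory dose-response retesting; inconclusive = strong single-dose inhibitors picked by rank but not retested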;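 note: plate controls were full reaction with DMSO carrier for no effect and no enzyme background for full effect; strong numbers were not always called active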
MT stabilize HCS = microtubule stabilizers in HeLa cells, primary screen, imaging, high-content imaging; HeLa tubulin immunostaining HCS, 24 h; share of cells brighter than vehicle mean+2SD; % tubulin-high responders, % at 10 µM; 200,000 tested, 0.83% active; AID 2205, 2009;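 active = plate Z-score above 3 for both tubulin-high and condensed-nucleus cell shares, with cell loss under 80%, at 10 µM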;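 note: anti alpha tubulin signal scored within the nucleus-defined area of each cell; some results filed as inactive read as strong as hits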
b-catenin transl = modulators of beta-catenin nuclear translocation, primary screen, imaging, HeLa cells, immunofluorescence, high-content. nuclear translocation activity, % at 5 µM. 190,000 tested, 0.3% active. AID 1665, 2009;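 active = nuclear translocation activity above 50% at 5 µM, with a well cell count of 50 or more; inconclusive = wells under 50 cells across six images, flagged as toxic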;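 note: per-cell ratio of nuclear to cytoplasmic median beta-catenin stain intensity; plate controls were DMSO negative control for no effect and GSK-3 inhibitor IX positive control for full effect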
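Signal – beta-catenin immunofluorescence imaging with DAPI · Test system – human HeLa cell line · Dosing – 5 µM primary single dose, 0.1% DMSO, 0.02–20 µM confirmation series · Measure – % activation, nuclear-to-cytoplasmic median beta-catenin signal ratio per cell · Incubation – 24 h compound exposure at 37°C, 5% CO2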
ER stress rescue = rescue of cells from ER stress-induced death, primary screen, 384-well, CSM14.1, thapsigargin, ATP luminescence (AID 1222); CSM14.1 thapsigargin-induced death rescue, ATP luminescence; higher % means a stronger effect; cellular ATP content (survival), % at 20 µM, or EC50 in µM where a hit was titrated; 190,000 tested, under 10 active;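 active = EC50 below 50 µM in the dose-response confirmation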;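 note: death triggered by thapsigargin at about 15 µM added after 2 h compound pretreatment; cell ATP read after overnight thapsigargin exposure of roughly 18 to 22 hours; normalized against plate controls of thapsigargin alone and 5% DMSO vehicle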
Autophagy mod = autophagy modulators in MEF cells, primary screen, imaging, high-content, MEF GFP-LC3; MEF GFP-LC3 puncta imaging; test concentration mostly 10 µM; calls only at 10 µM (by protocol); 190,000 tested, 0.98% active; AID 463193, 2010;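 active = percentage of spot-positive cells more than 3 SD above its plate mean, without a fluorescence outlier flag or 80% toxicity; inconclusive = no clear call, values can overlap the other calls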;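 note: spot-positive cell cutoff set from DMSO-treated cells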
Dynein transport cytoplasmic EGFP = further read-out of Dynein transport, marked with its call; z-score; measured here: cytoplasmic GR-EGFP intensity; active compounds read high
Dynein transport nuclear GR-EGFP = further read-out of Dynein transport, marked with its call; z-score; measured here: nuclear GR-EGFP intensity;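 lower value marks the stronger effect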
Dynein transport cell count = recorded beside Dynein transport, whose call it bears; z-score; measured here: cell count per field
Ins promoter up cell count = further read-out of Ins promoter up, marked with its call; cell count; measured here: cytotoxicity, nuclei count;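 total cells summed across four imaged fields per well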
b-catenin transl cell count 5 µM = second read-out of b-catenin transl, no call of its own (marks repeat the call); cell count; measured here: cell count, cytotoxicity flag
MT stabilize HCS Hoechst-high % = further read-out of MT stabilize HCS, marked with its call; % Hoechst-high responders; measured here: nuclear condensation Hoechst responders;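 share of cells brighter than vehicle mean plus two SD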
MT stabilize HCS cytotoxicity % = also measured in MT stabilize HCS; calls as there; toxicity, %; measured here: cytotoxicity by cell density;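 0% = mean cell density of plate MIN control wells and 100% = no cells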
Autophagy mod cell loss 18 h = recorded beside Autophagy mod, whose call it bears; toxicity, %; measured here: cell loss, nuclei count;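 cell loss after 18 h compound exposure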
An asterisk follows results filed as active; i = inactive; ? = inconclusive; / = not tested or not shown; [ ] = another dose, or the depositor's remark.

Compound	Ins promoter up	Ins promoter up cell count	M1AAP inhibition	UTI89 phage lysis	Dynein transport	Dynein transport cytoplasmic EGFP	Dynein transport nuclear GR-EGFP	Dynein transport cell count	P. falciparum M17LAP	MT stabilize HCS	MT stabilize HCS Hoechst-high %	MT stabilize HCS cytotoxicity %	b-catenin transl	b-catenin transl cell count 5 µM	ER stress rescue	Autophagy mod	Autophagy mod cell loss 18 h
CCOc1ccc(S(=O)(=O)N2CCCC2)cc1	/	/	16%	10%	0.021	0.57	0.27	0.026	6%	2.0	1.6	9.9	-1.4	1014	-0.5%	i	-17
COC(=O)/C(=C/c1ccc(F)cc1)NC(C)=O	-0.52	1560	21%	1.5%[50 µM]	-0.31	-0.29	-0.17	0.27	-2%	5.8	1.8	5.7	-1.6	1125	-0.5%	i	0
Clc1cccc(OCCN2CCOCC2)c1	-0.5	1344	1%	3.5%	0.18	-0.37	0.45	-0.52	-5%	5.5	2.7	10	-1.6	1361	-2.2%	i	17
CCCOc1ccc(S(=O)(=O)NCCN2CCOCC2)c2ccccc12	-0.64	1257	-2%	0.0%	0.2	-0.3	0.28	1.6	0%	3.7	2.9	23	0.4	1035	3.2%	i	-3
CSc1cc(C)n(-c2ccccc2C)c(=S)c1C(C)=O	0.59	895	12%	0.1%	-0.72	1.6	0.091	0.67	16%	1.8	1.7	7.2	-0.9	1195	1.0%	i	36
CCc1c(C)c2ccc(OCC(=O)N(C)C)c(C)c2oc1=O	-0.71	1304	0%	-0.4%	0.8	-0.24	1.1	-0.87	-32%	3.1	1.0	5.7	2.5	1164	2.9%	i	-2
CCOC(=O)c1sc2nc(C)cc(C)c2c1N	0.75	1126	9%	0.1%	0.47	-0.22	0.68	0.83	-17%	2.6	1.2	3.1	-0.9	1071	/	i	1
O=[N+]([O-])c1cc(/C=N/O)ccc1SCc1ccccc1	/	/	-1%	-0.2%	-0.68	-0.19	-0.83	1.3	-4%	2.5	3.8	5.3	/	/	0.6%	i	15
Cc1c(C=O)c(=O)n(-c2ccccc2)n1C	-0.09	1239	1%	-0.1%	0.97	-0.018	0.71	-1.9	-6%	0.9	2.4	3.9	/	/	-0.6%	i	-4
CCOC(=O)Cc1ccc(NC(=O)c2ccccc2Br)cc1	0.67	1422	0%	-0.5%	-1.4	-0.16	0.085	1	2%	7.9	2.2	9.2	1.3	1521	0.5%	i	12
CCOC(=O)NN1C(=O)c2ccccc2NC1c1ccc(OC)cc1 (stereo unspecified)	0.1	1416	10%	1.8%[50 µM]	1.1	-0.18	1	-1.8	-71%	2.1	2.5	7.7	-0.6	1053	-2.7%	i	8
Cc1nc(-c2cccc(NC(=O)c3cccs3)c2)cs1	/	/	3%	-0.3%	-0.57	-0.2	-0.27	0.58	2%	4.0	2.5	4.9	-1.0	1180	0.2%	i	-9
NS(=O)(=O)c1cccc(NC(=O)COC(=O)c2cc(Cl)ccc2[N+](=O)[O-])c1	-0.33	1023	-2%	-0.1%	-0.9	-0.77	-0.78	0.77	10%	/	/	/	0.9	1290	/	/	/
CN(C)c1oc(COc2ccc(F)cc2)nc1C#N	0.07	1123	-2%	-3.8%	-0.76	-0.25	0.39	0.61	-2%	1.0	2.3	9.6	-3.1	571	-0.9%	i	-4
Cc1cccc(OCC(=O)NCC(=O)N/N=C/c2ccc([N+](=O)[O-])cc2)c1	-0.69	1162	0%	0.2%	-0.65	-0.33	-0.55	1.5	0%	2.7	2.3	5.7	-0.6	1099	-1.0%	i	6
O=C(Cc1ccc(F)cc1)N/N=C/c1ccncc1	0.03	1309	-11%	0.4%[50 µM]	1	-0.15	0.2	-0.34	-10%	4.4	2.0	1.7	-1.3	494	2.1%	i	1
COc1cc2oc(=O)c(Br)c(C)c2c(OC)c1OC	/	/	4%	0.5%	-0.11	-0.085	-0.012	0.4	0%	4.6	2.1	5.3	-1.0	968	0.3%	i	0
CCC(C)C(NC(=O)c1ccccc1NC(=O)c1ccccc1)C(=O)O (stereo unspecified)	0.29	1077	-2%	0.2%	-1.3	-0.77	-0.9	0.43	-1%	/	/	/	1.9	1309	/	/	/
CCCCC(C(=O)O)C(C)CC(=O)Nc1nncs1 (stereo unspecified)	/	/	5%	0.1%	0.6	-0.27	0.3	-0.87	0%	/	/	/	-0.2	1301	/	/	/
CC#CCN1c2ccccc2[C@]23C[C@@H](C(=O)OC)N(C(C)=O)C2=NC(C(=O)OC)=C(C(=O)OC)[C@H]13	/	/	1%	-0.2%	-0.21	-0.75	-0.057	-0.32	6%	/	/	/	6.9	1069	/	/	/
CCOC(=O)CN1CC23C=CC(O2)C(C(=O)Nc2ccc(F)c(C)c2)C3C1=O (stereo unspecified)	-1.2	1271	5%	1.1%	1.6	-0.12	1.3	-1.4	6%	1.7	1.5	8.3	-0.7	1049	3.0%	i	-2
CC1CCCCC1NC(=O)c1cc2ccccc2o1 (stereo unspecified)	0.03	1346	0%	5.7%	2	0.094	0.71	-1.5	-2%	3.3	3.1	15	-0.4	973	0.5%	i	6
Cc1nnc(SCC(=O)N2CCCCC2)s1	/	/	3%	1.0%	-1	-0.25	-0.33	0.8	-1%	2.9	2.1	3.6	0.7	469	-1.0%	i	-2
CCNC(=O)CC1SC(=Nc2cccc3ccccc23)N(C)C1=O (stereo unspecified)	0.07	1305	5%	0.2%	-0.4	-0.3	-0.37	0.079	1%	4.0	3.3	7.7	-3.8	567	1.0%	i	1
O=C(Nc1ccccc1)c1[nH]ncc1[N+](=O)[O-]	0.19	952	8%	?	-0.55	0.48	0.088	0.13	96%	2.3	1.8	5.5	1.9	902	1.8%	i	-13
CON(C)c1nc(OCC#N)nc(N(C)C)n1	0.16	1579	8%	0.1%	0.32	-0.19	0.34	-0.78	2%	2.8	2.6	2.0	-4.0	1107	-1.5%	i	-1
O=[N+]([O-])c1cnccc1Nc1ccccc1	-0.33	955	3%	3.1%	0.81	-0.15	0.25	-0.041	12%	2.2	1.8	2.7	-1.6	1225	-1.1%	i	-33
CC(O)CNc1cc(N)c([N+](=O)[O-])cc1[N+](=O)[O-] (stereo unspecified)	-0.63	1284	5%	-0.4%[50 µM]	-0.077	-0.27	0.091	0.4	18%	7.7	2.6	11	1.0	700	-5.7%	i	13
CC(=O)OCN(C#N)c1nc(N(C)C)nc(N(C)C)n1	0.15	1097	1%	-0.4%	-0.085	-0.31	0.03	0.15	-5%	5.1	2.7	4.6	-0.6	1136	-0.9%	i	1
CC(CN1CCOCC1)OC(=O)c1ccccc1Br (stereo unspecified)	0.87	1013	-4%	0.4%	-0.38	0.62	0.039	-0.07	-6%	6.8	2.2	1.6	-1.9	1103	-2.6%	i	7
C=CCc1cc(Cl)ccc1OCCOCCN(C)C	0.1	1607	6%	0.1%	1.3	-0.17	1.4	-2.1	-2%	4.1	2.3	6.8	0.7	880	-2.1%	i	16
COC(=O)c1scc(S(=O)(=O)c2ccccc2)c1N	0.41	1285	4%	4.5%	-0.49	-0.29	0.037	0.62	-3%	3.4	4.6	5.2	3.0	1128	-1.5%	i	5
Cc1cc(NC(=O)c2ccc(-c3ccccc3F)o2)no1	0.05	1335	1%	0.0%	-0.57	-0.31	-0.28	0.67	2%	4.1	1.7	5.2	-3.2	1139	1.0%	i	-38
CCCn1nnc(NC(=O)c2ccc(Br)o2)n1	1.3	856	-5%	2.2%	0.9	-0.065	0.5	-1.4	2%	1.2	0.8	3.2	3.4	1138	-0.6%	i	3
CCOC(=O)c1c(NC(=O)CSc2ccccc2C(=O)O)sc(C)c1C	0.83	1510	52µM*	0.1%	-0.84	-0.31	-0.21	0.23	54%	2.7	1.7	6.4	-0.3	896	1.5%	i	-18
FC(F)(F)c1nc(N2CCCC2)ncc1-c1nnnn1-c1ccc(Cl)cc1	?	/	3%	1.2%	0.72	-0.22	0.6	-0.51	-4%	1.9	0.6	6.4	/	/	0.0%	i	1
COC(=O)C1=C(N)Oc2cc(C)oc(=O)c2C1c1cccnc1 (stereo unspecified)	/	/	4%	0.1%	1.4	-0.25	0.71	-0.96	0%	6.8	3.5	0.3	-1.5	1163	0.2%	i	5
